# RXFP1 antagonist: blocks the human relaxin receptor RXFP1. 350,000 tested, 0.59% active. HEK293-RXFP1, relaxin-stimulated cAMP HTRF, 30 min; hits give low values. Q9HBX9. activity change, negative = inhibition, % at 57.5 µM;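 active = activity change of -60% or lower, but not beyond a set lower limit; inconclusive = change between -60% and -40%, or beyond the set limit; inactive = change above -40%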; note: % is set by controls: 0 for no effect and ±100 for the full control effect
# D1 antagonist: human D1 dopamine receptor antagonism | P21728 | HEK293 TREx D1 cells, calcium flux, dopamine EC80; hits give low values | activity change, negative = inhibition, % at 10 µM | 360,000 tested, 3.2% active | AID 504652; in the data active = activity change below about -30%; note: % is set by controls: 0 for no effect and ±100 for the full control effect
# Target sequence (P21728 whole entry, looked up): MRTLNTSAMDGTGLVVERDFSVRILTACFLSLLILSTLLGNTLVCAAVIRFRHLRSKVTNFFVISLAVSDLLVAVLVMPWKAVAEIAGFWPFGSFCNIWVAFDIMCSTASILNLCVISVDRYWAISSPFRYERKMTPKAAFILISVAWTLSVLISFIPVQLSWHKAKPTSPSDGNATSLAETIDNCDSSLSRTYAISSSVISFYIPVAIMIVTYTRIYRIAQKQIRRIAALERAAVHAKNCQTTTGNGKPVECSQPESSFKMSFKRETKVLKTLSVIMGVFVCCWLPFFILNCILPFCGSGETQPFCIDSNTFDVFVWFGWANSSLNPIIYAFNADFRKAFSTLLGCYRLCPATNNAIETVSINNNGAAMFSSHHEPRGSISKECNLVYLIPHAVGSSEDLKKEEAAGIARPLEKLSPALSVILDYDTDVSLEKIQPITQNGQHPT
#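 Inducible Hek293 Trex D1 cells (tetracycline, overnight, 30 C). Calcium dye 30–90 min RT. Antagonist mode: EC80 dopamine added after 180 s compound read.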
# TRHR PAM: allosteric enhancers of human TRH receptor. P34981. TRHR cells, fluo-8 calcium fluorescence, EC20 TRH enhancement. enhancement, % at 2 µM. 360,000 tested, 0.66% active. AID 493056; in the data active = enhancement above about 30%; note: 0% is about no effect
# Target sequence (P34981 whole entry, looked up): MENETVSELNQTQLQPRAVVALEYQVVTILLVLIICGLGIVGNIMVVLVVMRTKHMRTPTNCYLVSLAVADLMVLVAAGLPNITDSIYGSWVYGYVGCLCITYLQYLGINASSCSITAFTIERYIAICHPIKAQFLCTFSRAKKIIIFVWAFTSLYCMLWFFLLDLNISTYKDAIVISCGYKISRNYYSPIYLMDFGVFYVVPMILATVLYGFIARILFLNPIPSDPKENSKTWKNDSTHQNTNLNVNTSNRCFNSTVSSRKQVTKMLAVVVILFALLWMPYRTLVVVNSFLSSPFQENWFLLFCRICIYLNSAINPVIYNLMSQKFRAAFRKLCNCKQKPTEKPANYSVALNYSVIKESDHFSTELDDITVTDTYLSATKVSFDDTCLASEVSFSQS
#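 TRHR-expressing cells loaded with fluo-8 calcium dye were read kinetically (ex 480/em 530) during compound addition, then stimulated with an EC20 of TRH (10 nM final). Enhancement of the Gq-mediated intracellular calcium response was scored.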
# D2 PAM: positively modulates the human D2 dopamine receptor allosterically; P14416; HEK293 T-REx D2, calcium flux, EC20 dopamine potentiation; potentiation, % at 10 µM; 340,000 tested, 0.34% active; AID 485347;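 active = potentiation over 3 SD above the plate norm, cut at about 30% in these data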; note: 0% is about no effect
#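 Tetracycline-induced Hek293 Trex D2 cells, force-coupled to calcium, loaded with no-wash calcium dye. Compound added with 180 s kinetic read for agonism, then EC20 dopamine and a further 180 s read for potentiation.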
# D1 PAM: enhances dopamine response at the human D1 receptor | AID 504651 | 360,000 tested, 0.036% active | potentiation, % at 10 µM | HEK293 TREx D1 cells, calcium flux, dopamine EC20 potentiation | P21728; in the data active = potentiation above about 30%; note: 0% is about no effect
# D2 antagonist: antagonists of human D2 dopamine receptor | P14416 | HEK293 TREx D2 cells, calcium flux, dopamine EC80 | inhibition, % at 10 µM | 340,000 tested, 2% active | AID 485344; in the data active = inhibition above about 30%; note: 0% is about no effect
#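 Read-out: kinetic calcium fluorescence (1 cycle/s) in inducible HEK293 T-REx D2 cells after an EC80 dopamine addition that followed 180 s compound preincubation. Loss of the dopamine response indicates antagonism.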
# RXFP1 ag: activates the human relaxin receptor RXFP1. Q9HBX9. HEK293T-RXFP1 cAMP TR-FRET, 30 min; response scale: percent of porcine relaxin response, buffer zero. Potency, µM (highest dose often 57.5 µM), for the others: at the highest dose activation, most hits filed as activators. 370,000 tested, 0.3% active. AID 2676; active = well fitted activation curve with a large enough effect; inconclusive = small, poorly fitted or top-dose-only effect; note: potency is the fitted concentration of half-maximal effect; % is set by controls: 0 for no effect and ±100 for the full control effect; nearly all actives have a fitted effect of over 60% in size; many of its hits are not listed in these tables
#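 Agonist response is measured as cAMP accumulation in an RXFP1-transfected HEK293T line under PDE4 inhibition. Values are scaled between buffer-only and 29 nM porcine relaxin, and EC50s come from standard Hill equation fits.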
# D1 ag: activates the human D1 dopamine receptor; P21728; HEK293 T-REx D1 cells, calcium flux, agonist mode; activation, % at 2 µM; 360,000 tested, 1% active; in the data active = activation above about 30%; note: 0% is about no effect
#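 Tetracycline-induced HEK293 TREx D1 cells, force-coupled to calcium signalling, were dye-loaded with a no-wash calcium kit. Compound was pin-added after a 10 s baseline. Fluorescence was read kinetically at 1 cycle/s for 180 s, with calcium rises flagged as agonism.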
# D2 ag: agonists of human D2 dopamine receptor | P14416 | HEK293 T-REx D2 cells, calcium flux agonist mode | activation, % at 2 µM | 340,000 tested, 0.53% active | AID 485358;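 active = activation over 3 SD above normal in the single-dose calcium agonist read, cut at about 30% in these data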; note: 0% is about no effect
#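 Agonism scored from kinetic calcium signal (1 read/sec, 180 s) following compound pin transfer, after a 10 s baseline. Cells: HEK293 Trex line expressing inducible D2 receptor coupled to calcium, dye-loaded after overnight culture at 30 C.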
# * hit, by the source's call; ? = inconclusive; . = no result given.
SMILES,RXFP1 antagonist,D1 antagonist,TRHR PAM,D2 PAM,D1 PAM,D2 antagonist,RXFP1 ag,D1 ag,D2 ag
Cc1cccc2nc(-c3cccnc3)c(NCCC(C)C)n12,-25,15,1,1,4,-3,6.7%,11,0.0
CCN(CC(=O)NCc1cccs1)C(=O)/C=C/c1ccc(C)cc1,-8,-22,-6,-4,4,0,0.5%,3,-0.5
CC(C)C(=O)Nc1nc2cc3c(cc2s1)OCO3,0,-3,-2,8,-4,10,-0.3%,-3,1.0
CCOC(=O)Cc1csc(NC(=O)CSc2nnc(C(C)C)n2CC)n1,-15,-10,0,-5,-1,8,0.0%,1,-1.0
CCN(C1CCCCC1)S(=O)(=O)c1ccc(-n2cnnn2)c(C)c1,6,-27,5,1,-8,-17,0.6%,3,-1.3
CCN(CC)S(=O)(=O)c1cnccc1N1CCN(c2cccc(Cl)c2)CC1,6,2,-2,-5,-1,21,2.0%,3,0.3
Nc1c2nc(-c3ccccc3Cl)[nH]c(=O)c2nc(=O)n1-c1ccccc1,-1,-1,5,7,4,1,3.5%,1,1.6
Cc1cc2c(s1)c1cnn(Cc3cc(F)c(F)c(F)c3)c(=O)c1n2C,.,-9,1,.,4,.,.,1,.
COC(=O)/C(=N/Nc1ccccc1)N1CCCc2ccccc21,.,2,-2,-8,-1,1,1.0%,1,-2.3
COc1ccc(Cl)cc1NC(=O)c1ccc(CN2C(=O)CCn3nc(C)cc32)cc1,-4,-16,1,5,-1,.,0.8%,-1,0.8
N=C1c2ccccc2CN1c1ccc(N2CCOCC2)c(S(=O)(=O)Nc2ccc(Cl)cc2)c1,.,-7,-1,12,-3,9,-0.3%,83*,0.1
Cc1nc(-c2ccc(F)cc2)c(CC(=O)N2CCN(S(=O)(=O)c3cccc([N+](=O)[O-])c3)CC2)s1,1,-7,-19,-5,3,34*,0.2%,3,0.1

# Arranged by value in D1 antagonist (high to low): 3 from the list above.
SMILES	D1 antagonist
CCN(CC)S(=O)(=O)c1cnccc1N1CCN(c2cccc(Cl)c2)CC1	2
CC(C)C(=O)Nc1nc2cc3c(cc2s1)OCO3	-3
Cc1nc(-c2ccc(F)cc2)c(CC(=O)N2CCN(S(=O)(=O)c3cccc([N+](=O)[O-])c3)CC2)s1	-7

# Next section:
SMILES,RXFP1 antagonist,D1 antagonist,TRHR PAM,D2 PAM,D1 PAM,D2 antagonist,RXFP1 ag,D1 ag,D2 ag
CC(C)Nc1ccc(C(CC(N)=O)NC(=O)c2ccccc2)cc1[N+](=O)[O-] (configuration not stated),.,0,0,5,-6,13,-2.2%,0,-0.4
CCCC1CC(CSC(=N)N)OC1=O (configuration not stated),-1,3,3,8,-7,-4,0.0%,1,0.3
O=C(O)C(Cc1ccccc1)n1cccc1 (configuration not stated),6,-42*,-1,0,1,8,0.7%,3,-0.1
COc1cc2[nH]c(=S)n(C3CC3)c(=O)c2cc1OC,?,-31*,2,-2,0,4,1.8%,3,7.1
CC(=O)N1c2ccc(S(=O)(=O)N(C)CC(=O)N3CCCC3)cc2CC1C (configuration not stated),22,-13,-1,42*,2,-23,2.4%,1,0.1
Cc1ccc(/C=C/C(=O)N2CCc3ccccc32)o1,?,11,7,10,0,-16,-0.1%,2,1.0
Cc1cccc(C)c1NC(=O)CN,0,3,1,15,-3,8,2.1%,2,0.9
Cc1ccccc1C(=O)N1CCN(c2ccc(NC(=S)NC(=O)c3cccs3)cc2)CC1,2,-3,1,20,3,7,0.8%,12,-1.3
N#C/C(=C\c1ccc(-c2ccccc2Cl)o1)C(=O)Nc1nc2ccccc2s1,13,7,-10,-3,-7,-5,0.6%,9,2.1
COc1ccc(NC(=S)N(CCN(C)C)Cc2cccs2)cc1,-11,5,-8,-5,1,2,0.1%,5,0.1
Cc1ccc(SCC(=O)NCc2ccccc2)cc1,8,-2,-1,-5,-1,-11,1.7%,6,0.9
O=C(NCCc1cn2ccccc2n1)C1CCCCC1,5,2,0,-3,-9,.,0.1%,2,.
CCn1cc(-c2ccccc2)c(C(=O)O)c1-c1ccc(OC)cc1,.,-13,-1,2,-6,-2,-0.5%,6,0.7
O=c1[nH]c2cc3c(cc2cc1CN(CCO)S(=O)(=O)c1ccccc1)OCCO3,-18,-2,-1,-3,1,-9,-0.5%,2,-0.4
CC(=O)Nc1ccc(NC(=O)c2ccc(-c3ccc([N+](=O)[O-])cc3)o2)cc1,6,-11,-2,-5,-2,-7,-3.3%,0,2.3
Cc1ccc(S(=O)(=O)CC(=O)Nc2ccc(S(=O)(=O)Nc3onc(C)c3C)cc2)cc1,7,8,-10,1,-4,-1,1.8%,1,-0.5
CCN(CC)C(=O)C1CCCN(C(=O)CCn2nnnc2CN2CCOCC2)C1 (configuration not stated),-8,-6,6,5,2,-3,-5.0%,1,-0.2
O=C(CN1C(=O)C2C3C=CC(C3)C2C1=O)N1CC=C(c2ccccc2)CC1 (configuration not stated),-4,-8,-6,-8,-1,-9,2.0%,4,-0.5
COc1cccc(OCC(=O)NC2CC(=O)N(c3ccc4c(c3)OCCO4)C2)c1 (configuration not stated),.,.,6,-1,-2,.,0.6%,0,0.4
COc1ccc(/C=C/C(=O)c2ccc[nH]2)cc1OC,-5,-27,1,3,-6,-1,1.7%,0,-0.5
Nc1nnc(-c2cc3c(ccc4ccccc43)oc2=O)s1,.,-9,-1,-6,12,25,17%,49*,25
COCCN(C(=O)COC(=O)C1CC1C)c1c(N)n(Cc2ccccc2)c(=O)[nH]c1=O (configuration not stated),-13,1,9,.,-2,.,-0.6%,3,.
CCOc1ccc([C@@H]2CC=C(C(=O)O)[C@H](c3ccc(F)cc3)N2S(=O)(=O)c2ccc(C)cc2)cc1,.,-25,9,12,-2,-9,0.3%,2,-0.5
CCCOC(=O)c1ccc(Nc2c(C(=O)OCC)cnc3c(C)cc(Cl)cc23)cc1,-10,6,9,-3,2,.,-0.1%,-3,0.0
Cc1cc(C)cc(NC(=O)Nc2cc(-c3ccccc3)nn2C)c1,-32,-23,2,-8,-13,-12,-0.2%,3,0.8
O=C(CC(=O)c1c(F)cccc1Cl)c1ccccc1O,-4,16,9,6,16,.,-0.2%,-1,.
O=C(NNC(=S)NCc1ccc(Cl)cc1)c1ccc2c(c1)OCO2,3,4,-7,13,-2,6,-2.4%,4,-0.5
Cc1cc(=O)[nH]c2c(C)c(Cl)ccc12,.,6,-4,4,-2,3,-0.4%,2,0.2
CCOC(=O)c1cccnc1SCC(=O)NC(C)CC (configuration not stated),0,-5,-5,-8,-2,-6,-0.4%,-1,1.2
COc1cc(C(=O)OCc2nc3ccsc3c(=O)[nH]2)c([N+](=O)[O-])cc1OC,-3,-14,-5,1,-8,.,10%,2,.
O=C(Nc1nc2n(n1)C(c1ccc(F)cc1)C=C(c1ccc(Cl)cc1)N2)c1ccc([N+](=O)[O-])cc1 (configuration not stated),-6,9,-3,-1,-1,.,10%,1,.
O=[N+]([O-])c1sccc1CS(=O)(=O)c1ccccc1,-17,0,-3,-4,-4,-4,-2.3%,1,0.3
Cn1cnnc1SCCn1c(N2CCCCC2)nc2c1c(=O)[nH]c(=O)n2C,-8,-8,0,4,-9,25,0.1%,4,-0.5
Nc1ncnc(N(c2ccccc2)C2CCCCC2)c1[N+](=O)[O-],-11,27,-8,16,12,-24,0.3%,3,-0.4
Cc1[nH]c2ccccc2c1C(c1ccccn1)c1c(C)[nH]c2ccccc12,-6,-28,9,13,-7,-5,-3.7%,9,0.6
Cc1ccc(NC(=O)CS(=O)(=O)c2nc(-c3ccc(C)cc3)cn2-c2ccc(C)cc2)cc1,-32,-11,1,-8,1,.,-1.3%,7,0.5

# Four entries picked at random from the list so far, as already listed:
SMILES,RXFP1 antagonist,D1 antagonist,TRHR PAM,D2 PAM,D1 PAM,D2 antagonist,RXFP1 ag,D1 ag,D2 ag
O=C(CC(=O)c1c(F)cccc1Cl)c1ccccc1O,-4,16,9,6,16,.,-0.2%,-1,.
O=C(NNC(=S)NCc1ccc(Cl)cc1)c1ccc2c(c1)OCO2,3,4,-7,13,-2,6,-2.4%,4,-0.5
Cn1cnnc1SCCn1c(N2CCCCC2)nc2c1c(=O)[nH]c(=O)n2C,-8,-8,0,4,-9,25,0.1%,4,-0.5
Nc1ncnc(N(c2ccccc2)C2CCCCC2)c1[N+](=O)[O-],-11,27,-8,16,12,-24,0.3%,3,-0.4

# The list continues:
SMILES,RXFP1 antagonist,D1 antagonist,TRHR PAM,D2 PAM,D1 PAM,D2 antagonist,RXFP1 ag,D1 ag,D2 ag
Cc1nccn1CCCN1C(=O)OC2(CCCCC2)C1(C)O (configuration not stated),0,-16,-7,-3,-4,-9,-0.3%,1,1.5
O=C(O)c1ccc(N=Nc2c(O)[nH]c3cc(Cl)ccc23)cc1,-13,-8,-2,18,-2,-7,0.0%,13,6.5
O=C(c1ccc2c(c1)OCO2)N1CCC2(CC1)Oc1ccc(F)cc1C(=O)C21CC(c2ccccc2)=NO1 (configuration not stated),.,7,-1,5,-3,16,0.0%,2,-0.6
CCOC(=O)CC(=O)c1cc(OC)c(OC)c(OC)c1,-7,-11,11,.,-3,.,0.2%,6,.
CCOC(=O)C1CCN(Cc2cc(=O)oc3cc(C)c(Cl)cc23)CC1,-3,-1,-1,1,0,-1,-0.1%,3,6.8
Cn1ncc([N+](=O)[O-])c1C(=O)Nc1ccc(C2CCCCC2)cc1,-34,-6,7,4,3,-16,-0.6%,1,7.3
COc1cc(/C=C/C(=O)OCC(=O)N2CCC(C)CC2)ccc1O,-2,10,3,-2,0,1,0.2%,1,0.5
Nc1ncncc1-c1ccc(Cl)cc1,-2,-7,0,19,0,4,1.1%,1,0.9
CCCCCNc1nc(N2CCCC2)c2c(c1C#N)CCN(C)C2,-17,23,8,11,4,-13,1.2%,5,-0.1
O=C(NCc1ccccc1Cl)C1CCCN(c2ncnc3onc(-c4ccc(F)cc4)c23)C1 (configuration not stated),-4,-10,11,7,5,.,-2.9%,1,-1.4
Cc1c(N(C(=O)c2cc(=O)[nH]c3ccccc23)C(C)C)c(=O)n(-c2ccccc2)n1C,-14,2,-4,6,-7,20,0.2%,1,0.1
CCN(CC)CCn1c2ccccc2c2cnc(N=CN(C)C)c(C#N)c21,-19,-4,1,-14,1,7,3.1%,-2,0.0
COc1ccc(-n2c(=O)[nH]c3c(C(N)=O)nc(C4CCCCC4)nc32)cc1,6,20,6,1,-2,1,1.5%,0,0.8
CCN(CC(=O)Nc1c(F)cccc1F)C(=O)Cc1ccccc1,1,-10,-5,11,-4,3,-0.1%,2,0.4
CC(=O)Nc1nn(C)c2nc(C)cc(C)c12,-10,15,-5,-1,6,-5,-0.4%,4,0.8
CCN(CC)C(=O)CSc1nc(O)cc(=O)n1C,8,26,-5,-11,2,-2,2.4%,2,0.2
COc1ccc(C2CC(c3ccc(OC)c(OC)c3)=NN2S(C)(=O)=O)cc1 (configuration not stated),7,-14,-8,20,-7,-1,0.4%,19,5.6

# Only part of the results is shown, so the mix of outcomes need not match the whole.
